ELG1 genotoxic: inducers of genotoxicity in HEK293T ELG1-luciferase cells; HEK293T ELG1-luciferase reporter, luminescence, 16 h; Potency, µM (series often up to 46 µM), inactives show at the top dose activity change, positive = activation, most hits filed as activators; 330,000 compounds, 1.3% hits; AID 504466; note: potency is the fitted concentration of half-maximal effect; % of control where 0% means no effect; nearly all actives have a fitted effect of over 60% in size
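Step 1: seed 2,000 HEK293T ELG1-luciferase cells per well. Step 2: add compound or DMSO, incubate 16 hr at 37 °C. Step 3: ONE-Glo, 30 min at room temperature, read luminescence.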
RORgamma inh: ROR gamma (mouse) transcription inhibition | Drosophila S2 Gal4-RORgamma UAS-luciferase reporter, 20 h | 310,000 compounds, 5.4% hits | P51450 | AID 2551 | Potency, µM (doses to about 53.6 µM), inactives show at the top dose activity change, negative = inhibition, most hits filed as inhibitors; note: potency is the fitted concentration of half-maximal effect; % is set by controls: 0 for no effect and ±100 for the full control effect; nearly all actives have a fitted effect of over 60% in size
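Stable Schneider cell line, Gal4 DNA-binding domain fused to ROR gamma, UAS-luciferase. Cmpd 1 hr RT → CuSO4 700 uM final → 20 hr RT → luciferase reagent 10 min → luminescence.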
Gal4-VP16 FLuc: counter-screen for ROR gamma inhibitors: Gal4-VP16 reporter. Drosophila S2 Gal4-VP16 UAS-luciferase, luminescence, 20 h. Potency, µM (highest dose often 53.6 µM), inactives show at the top dose activity, negative = inhibition, usual class: inhibitors. 310,000 compounds, 3.5% hits. AID 2546;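 note: Gal4-VP16 expression switched on by copper sulfate through the metallothionein promoter; potency is the fitted concentration of half-maximal effect; % is set by controls: 0 for no effect and ±100 for the full control effect; nearly all actives have a fitted effect of over 50% in size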
Giardia killer: Giardia lamblia killing | Giardia lamblia trophozoite viability | 340,000 compounds, 0.15% hits | activity change, % at 7.66 µM, hits read low; in the data active = activity change below about -80%; inconclusive = between about -30% and that limit;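 note: parasites exposed to compound for two days anaerobically before the ATP read; % is set by controls: 0 for no effect and ±100 for the full control effect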
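Giardia trophozoites, 100 cells per well, were exposed to compounds for 48 hrs at 37 deg C under anaerobic conditions; viability was then read as ATP content by bioluminescence after 15-30 min at room temperature.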
p53 reactivator: re-activators of mutant p53; Potency, µM (titrated, usually from 92.2 µM), for the others: at the top dose activity change, positive = activation, most hits filed as activators; 320,000 compounds, 0.063% hits; H1299 p53-A138V BP100-luciferase reporter, luminescence, 24 h; note: potency is the fitted concentration of half-maximal effect; % of control where 0% means no effect; nearly all actives have a fitted effect of over 45% in size
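p53-null H1299 cells stably carrying temperature-sensitive p53-A138V and a BP100-luciferase reporter were pinned with compounds (4-point, 1:5 series) and held 24 hrs at 37 deg C. Luminescence was read 10 min after detection reagent.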
Menin-MLL TR inh: menin-MLL binding inhibition, Texas Red mutant peptide | O00255 | Menin + Texas Red MLL mutant peptide, fluorescence polarization | Potency, µM (doses to about 61.6 µM), for the others: at the highest dose FP activity change, negative = inhibition, most hits filed as inhibitors | 270,000 compounds, 0.23% hits | AID 1768; active = well fitted inhibition curve with a large enough effect in the polarisation, with a control signal flat, not every such curve was filed as active; inconclusive = small, poorly fitted or top-dose-only effect, or effect the other way, or a change in a side signal; inactive = no such curve, though single readings can be large or run the other way; the % refers to the polarisation; note: potency is the fitted concentration of half-maximal effect; % of control where 0% means no effect; many of its hits are not listed in these tables
NPC1 promoter act: activators of NPC1 promoter. AID 485313. Huh7 NPC1 promoter luciferase reporter, 24 h. Potency, µM (series often up to 9.22 µM), without a hit: at the top dose activation, usual class: activators. 320,000 compounds, 2.4% hits;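 note: potency is the fitted concentration of half-maximal effect; % of control where 0% means no effect; nearly all actives have a fitted effect of over 60% in size; reporter is driven by a mutant NPC1 promoter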
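In 1536-well qHTS, Huh7 cells harboring an NPC1 promoter–luciferase construct received compound for 24 h; activation was quantified by luminescence following luciferase reagent addition.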
BRCA1 expr act: increases BRCA1 expression. 380,000 compounds, 1.1% hits. MCF7-BRCA1-FFLuc reporter, luminescence, 48 h; response scale: scaled: vehicle 0%, 10 µM genistein 100%. Potency, µM (series often up to 46.1 µM), inactives show at the highest dose activation, usual class: activators; note: potency is the fitted concentration of half-maximal effect; nearly all actives have a fitted effect of over 80% in size; some results filed as inactive show a strong effect at the top dose
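Cells: MCF7-BRCA1-FFLuc, 2000/well. Exposure: 48 h, 37 °C, 5% CO2. Read: luminescence, 15 min post-substrate. Controls: genistein 10 microM (maximal activation), DMSO (neutral).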
PKM2 activator: PKM2 (human) enzyme activation | P14618 | purified PKM2, Kinase-Glo ATP luminescence, activation; response scale: 0% is enzyme alone, no compound | Potency, µM (highest dose often 57.5 µM), inactives show at the top dose activation, actives largely listed as activators | 260,000 compounds, 0.34% hits | AID 1631; note: potency is the fitted concentration of half-maximal effect; % is set by controls: 0 for no effect and ±100 for the full control effect; nearly all actives have a fitted effect of over 55% in size
Target sequence (P14618 whole entry, looked up): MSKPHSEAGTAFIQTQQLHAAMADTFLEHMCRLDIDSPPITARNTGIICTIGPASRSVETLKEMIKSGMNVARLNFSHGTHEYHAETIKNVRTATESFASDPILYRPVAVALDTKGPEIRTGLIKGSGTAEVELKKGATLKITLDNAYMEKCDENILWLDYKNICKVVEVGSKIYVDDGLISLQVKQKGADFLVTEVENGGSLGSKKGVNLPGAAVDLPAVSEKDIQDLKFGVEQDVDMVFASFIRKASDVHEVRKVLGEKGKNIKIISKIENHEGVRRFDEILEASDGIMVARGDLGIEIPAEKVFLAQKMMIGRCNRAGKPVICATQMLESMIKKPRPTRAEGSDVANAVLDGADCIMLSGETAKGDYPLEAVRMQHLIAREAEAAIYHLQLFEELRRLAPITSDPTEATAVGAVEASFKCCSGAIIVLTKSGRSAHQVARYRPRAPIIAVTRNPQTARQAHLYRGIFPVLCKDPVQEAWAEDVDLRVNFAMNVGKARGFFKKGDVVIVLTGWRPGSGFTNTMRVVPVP
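Kinase-Glo luminescence reports ATP generated from ADP (0.1 mM) and PEP (0.5 mM) by purified hPK-M2 after 1 h at room temperature, pH 7.2 imidazole buffer; intermediate enzyme activity allows detecting inhibitors and activators.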
FLuc counter: inhibits or activates purified firefly luciferase, miR-21 counter-screen | P08659 | purified FLuc, Km substrates, luminescence inhibition | Potency, µM (series often up to 57.5 µM), for inactives: at the highest dose activity change, negative = inhibition, most hits filed as inhibitors | 360,000 compounds, 6.9% hits | AID 588342;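 note: potency is the fitted concentration of half-maximal effect; plate controls were vehicle for no effect and reference inhibitor for full effect; nearly all actives have a fitted effect of over 55% in size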
Target sequence (P08659 whole entry, looked up): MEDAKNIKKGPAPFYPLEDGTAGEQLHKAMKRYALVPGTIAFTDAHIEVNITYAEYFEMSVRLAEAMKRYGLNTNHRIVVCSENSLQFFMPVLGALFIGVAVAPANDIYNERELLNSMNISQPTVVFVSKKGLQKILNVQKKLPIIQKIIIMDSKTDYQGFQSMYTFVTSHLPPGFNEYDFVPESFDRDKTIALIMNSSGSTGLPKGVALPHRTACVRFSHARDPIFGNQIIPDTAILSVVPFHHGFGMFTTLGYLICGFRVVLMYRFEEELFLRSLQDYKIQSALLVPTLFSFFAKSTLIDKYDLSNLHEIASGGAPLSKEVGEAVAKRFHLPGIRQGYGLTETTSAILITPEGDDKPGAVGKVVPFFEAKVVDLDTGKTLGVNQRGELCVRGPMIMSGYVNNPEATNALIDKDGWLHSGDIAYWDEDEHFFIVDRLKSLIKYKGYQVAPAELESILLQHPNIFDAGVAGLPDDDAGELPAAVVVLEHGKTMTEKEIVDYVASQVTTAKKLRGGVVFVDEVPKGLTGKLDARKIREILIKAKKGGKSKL
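Purified P. pyralis luciferase, 10 nM final, with Km-level 10 uM D-luciferin and 10 uM ATP in 50 mM Tris acetate pH 7.5, 10 mM Mg acetate, 0.01% Tween-20, 0.05% BSA; 6-point qHTS titration about 60 µM downward; luminescence read.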
Rab9 prom act: Rab9 promoter activation. Huh7 Rab9 promoter-luciferase reporter, luminescence, 24 h. Potency, µM (top dose mostly 9.22 µM), for the others: at the highest dose activation, negative = inhibition, hits mostly activators. 320,000 compounds, 2.8% hits. AID 485297; note: potency is the fitted concentration of half-maximal effect; % of control where 0% means no effect; nearly all actives have a fitted effect of over 60% in size
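Huh7 cells stably carrying a Rab9 promoter-luciferase reporter, 1500 cells per well in OP-MEM I with 10% FBS, treated with compound 24 hours at 37C. Luciferase activity read by luminescence after 10 minutes with Amplite reagent.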
Active calls of the source: *; ? = inconclusive; · = not tested or not shown; & = joins results of further samples; [ ] = dose if it differs, or a comment. Unless noted, calls come from the whole dose curve; as a rule, active = well fitted curve in the direction sought with a large enough effect; inconclusive = small, poorly fitted or top-dose-only effect, or another doubt; inactive = no such curve, though single readings can be large; an effect the other way counts as inactive or inconclusive. Some of the compounds tested (hit frequency here may not be typical).

SMILES | ELG1 genotoxic | RORgamma inh | Gal4-VP16 FLuc | Giardia killer | p53 reactivator | Menin-MLL TR inh | NPC1 promoter act | BRCA1 expr act | PKM2 activator | FLuc counter | Rab9 prom act
CC(=O)c1c(C)[nH]c(C(=O)CSc2nc3ccccc3c(=O)n2CCCO)c1C | 2% | 11% | -7% | -5 | -1% | -10% | -4% | -8% | 1% | -5% | -6%
Cc1csc(N(C(=O)CCNC(=O)c2ccc([N+](=O)[O-])cc2)c2ccccc2)n1 | -4% | -8%[10 µM] | 7% | 11 | -2% | 8% | -2% | -15% | 2% | 5% | -5%
c1coc(-c2nnc(-c3cccs3)o2)c1 | ? | -2% | ? | -1 | 16% | 1% | ? | 64% | 0% | ? | ?
Cc1ccc(S(=O)(=O)NNC(=S)Nc2cccc(C)c2C)cc1 | 0% | 5µM* | ? | -17 | -4% | · | 9% | -11% | 2% | 0% | 0%
Cc1c(/C=C2\SC(=O)N(CC(=O)Nc3ccc4c(c3)OCO4)C2=O)c2ccccc2n1C | 1% | ? | -13% | -3 | 9% | ? | -3% | -11% | 2% | -3% | 2%
O=C(O)c1ccc2c(c1)ncn2C1CCCCCC1 | · | 9% | 3% | -4 | · | -10% | -3% | 6% | -2% | -13% | -3%
COc1cc(NC(=S)Nc2ccc(N(C)C(C)=O)cc2)cc(OC)c1 | -1% | ? | 2% | 11 | -3% | 7% | 0% | 14% | 2% | 0% | 0%
N/C(=N\OC(=O)c1ccc([N+](=O)[O-])cc1Cl)c1ccccn1 | 0.33µM* | 10µM* | 11µM* | -2 | · | 8% | ? | ? | -58% | 0.12µM* | 0.32µM*
O=C(NC(c1ccccc1)c1ccccc1)C1CCCC1 | 0% | 11% | -2% | -4 | -8% | 0% | -3% | -1% | -3% | 1% | -4%
Cc1onc(-c2ccccc2Cl)c1C(=O)N1CCC(C(N)=O)CC1 | 1% | -3% | -7% | -9 | 3% | -3% | -2% | 6% | -4% | 0% | -3%
Cc1csc(SCc2nnc(-c3ccc(Cl)cc3)o2)n1 | 10µM* | -40% | ? | 1 | ? | -1% | 2.8µM* | 7.1µM* | 29% | 7.6µM* | 2.8µM*
Cc1ccc2nc(SCC(=O)Nc3ccc4[nH]c(=O)[nH]c4c3)[nH]c2c1 | 2% | · | · | -2 | 3% | · | 0% | -6% | · | ? | -3%
Cc1ccc(-n2[nH]c(=O)c(-c3ccccn3)c2C)cc1 | ? | 1.3µM* | 2.8µM* | -17 | -11% | 5% | ? | -101%[inhibitor] | -20% | 0.3µM* | 0.45µM*
C=CCn1c(SCC#N)nc2sc(CC)cc2c1=O | 0% | 19% | -11% | 1 | -5% | 2% | -2% | -2% | -3% | 3% | -5%
Cc1ccc(C(=O)Nc2cccc(C(F)(F)F)c2)cc1NC(=O)c1csc(-c2ccncc2)n1 | -4% | -17% | 2% | 2 | 10% | · | -5% | -24%&-5% | -1% | ? | -4%
O=C(NCc1ccccc1)NCC12CC3CC(CC(C3)C1)C2 | -2% | 1% | 0% | 11 | 8% | -23% | -1% | 0% | -21% | -17% | -6%
O=C1CCN(C(=S)NCCc2ccccc2)CC1 | 3% | 7% | 2% | 27 | 7% | -9% | -3% | 0% | 0% | 0% | -5%
COc1nccnc1NS(=O)(=O)c1ccc(NC(=S)NC(=O)c2ccccc2F)cc1 | 1% | -1% | 4% | 1 | -9% | -2% | 0% | -20% | -1% | 1% | -3%
O=C(Nc1cccnc1)c1ccc(Cl)cc1[N+](=O)[O-] | -2% | -20% | 4% | -1 | 29% | -11% | 1% | 13% | -4% | -1% | 3%
Cc1cc(C(=O)NNC(=O)Nc2cccc(C(F)(F)F)c2)no1 | -4% | 33% | -4% | -19 | 7% | -1% | -1% | -2% | 1% | -11% | -3%
O=C1CNC(=O)c2c(nc3n2CCC3)N1 | 3% | 10% | 3% | 3 | 2% | -6% | 0% | 0% | 0% | 0% | 6%
C#CCOCCOCCOCCNc1nc(N2CCN(C(=O)CCCCCCCCCCNC(=O)[C@H]([C@@H](C)CC)n3cc(CCCCN=C(N)N)nn3)CC2)nc(N2CCN(C(=O)CCCCCCCCCCNC(=O)[C@H](CO)n3cc(CCCSC)nn3)CC2)n1 | -3% | · | · | 25 | -20% | · | 0% | -74% | · | ? | -13%
COC(=O)c1cc2sccc2n1CC(=O)N1CCCc2ccccc21 | -4% | 43% | -5% | 5 | -8% | -3% | -4% | 7% | 6% | -1% | -6%
NC(=O)c1cccc(-c2noc(-c3ccccc3F)n2)c1 | ? | · | · | -26 | ? | · | 0.89µM* | ? | · | 2.7µM* | 0.79µM*
COc1ccc(S(=O)(=O)N2CCC(C(=O)N[C@@H](C)C(=O)NCc3ccncc3)CC2)cc1 | 4% | -15% | -2% | -13 | 0% | · | -2% | -14% | · | 1% | 11%
CC(C)(C)c1ccc(COn2ccnc2)cc1 | 2% | 16% | 1%[10 µM] | -5 | -2% | 15% | -2% | -1% | 11% | ? | 14%
O=C(CSc1ccccc1)Nc1cccnc1 | 6% | 43% | 6% | 10 | 28% | -2% | 5% | -29% | -10% | 0%[2.3 µM] | 2%
CC1=C(C)CS(=O)N(c2ccc(S(N)(=O)=O)cc2)C1 (configuration not stated) | 2% | 3.5µM* | 4.5µM* | 27 | -8% | 13% | -9% | -20% | 7% | 4% | 4%
CCN1C(C)=C(C)S/C1=C1\SC(=S)N(N)C1=O | 0% | 6% | 3% | -5 | 6% | 20% | -1% | -17% | -9% | -14% | -10%
CCn1c(COc2ccc(C)cc2)nnc1SCC(=O)C(C)(C)C | -7% | 23% | -7% | 5 | -5% | -3% | 5% | -14% | -11% | 0% | 5%
Cc1c(-c2ccccc2)oc2c(C(=O)N3CCN(c4ccccc4F)CC3)cccc2c1=O | -7% | -2% | ? | 10 | -5% | -16% | 0% | 14% | 0% | 2% | 2%
C/C(CCC(C)C)=N\Nc1cc(C)c2ccccc2n1 | -1% | ? | -25% | 15 | 0% | -4% | -9% | -29% | -1% | 12µM* | 4%
Cn1c(=O)c2c(ncn2CC(=O)N/N=C/c2cn[nH]c2-c2ccc(F)cc2)n(C)c1=O | 1% | 16% | -14% | 5 | -1% | -14% | -1% | 0% | · | 3% | -2%
COC(=O)c1ccc(OCC2c3cc(OC)c(OC)cc3CCN2C(C)=O)cc1 (configuration not stated) | -4% | 9% | -6% | -2 | -3% | -18% | -9% | -4% | 5% | -15% | -3%
Cc1ccc(S(=O)(=O)C(C#N)c2nc3ccccc3nc2N2CCCC2)cc1C (configuration not stated) | -2% | 20% | -1% | 1 | -1% | 3% | -1% | 12% | 19% | 4% | -8%
Cc1c(Cl)cccc1NC(=O)CSCc1cc(=O)[nH][nH]1 | 0% | -7% | 0% | 10 | -2% | 15% | 0% | 7% | ? | 3% | -2%
COC(=O)CSc1nnc(-c2cccnc2)n1-c1cccc(OC)c1 | 6% | 0% | -1% | 15 | 1% | 11% | 3% | 0% | -15% | 4% | 1%
COCCSc1nc2c(c(=O)[nH]c(=O)n2C)n1CCC(C)C | -4% | ? | -3% | -20 | -3% | -3% | 2% | 26% | -2% | 0% | -8%
CCNc1nc(Oc2ccc(C#N)cc2)cc(C(F)(F)F)n1 | -2% | -13% | -2% | -6 | -3% | -3% | -4% | -19% | -5% | 0% | 0%
COc1ccc(CCNC(=O)Cc2ccc([N+](=O)[O-])cc2)cc1OC | -1% | ? | -2% | 24 | -1% | · | -1% | 10% | -5% | 0% | -2%
CC(=O)N1N=C(c2c(-c3ccccc3)c3cc(Br)ccc3[nH]c2=O)CC1c1ccco1 (configuration not stated) | -10% | 22% | -7% | 5 | -7% | · | -3% | -57% | 1% | 2% | -5%
Cc1c(CNC(=O)c2c([N+](=O)[O-])cnn2C)cnn1C | -2% | 3% | 0% | ? | 0% | -10% | -4% | -2% | -4% | -1% | 2%
COc1ccc(C(=O)Nc2cc(Cl)ccc2Cl)c(OC)n1 | ? | 0% | -2% | 3 | 4% | -9% | 15% | -34% | -4% | -1% | 13%
CC(Sc1nnc(-c2cccnc2)n1C)C(=O)N1CCOCC1 (configuration not stated) | 3% | · | · | -6 | 1% | · | 1% | 21% | · | 5% | -2%
CC(=O)/C=C(\C)N=Nc1c(O)[nH]c2ccccc12 | 8% | -17% | -5% | 28 | 14% | · | -1% | -44% | 4% | 13µM* | -1%
COc1ccc(C(=O)NC(=S)NNC(=O)c2cnccn2)cc1 | -1% | -37% | -19% | 7 | -6% | 0% | -4% | -66% | -22% | -5% | -26%
CC(C)(C)NC(=O)/C(=C/c1ccccc1F)NC(=O)c1ccc([N+](=O)[O-])cc1 | -5% | 12% | -4% | -15 | 4% | -6% | -2% | 1% | 0% | -1% | -9%

Source: PubChem
